# MPTP inh: blocks calcium-induced mitochondrial swelling | 360,000 compounds, 1.4% hits | inhibition, % at 10 µM | AID 602449 | isolated mouse mitochondria, Ca2+ swelling absorbance, 30 min;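 active = inhibition of 50% or more, scaled per plate between neutral and stimulator controls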;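 also: 0% = DMSO wells given calcium and 100% = 1 mM EGTA wells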
# A3A deaminase: human APOBEC3A DNA deaminase inhibition | P31941 | inhibition, % at 20 µM | 330,000 compounds, 0.41% hits | recombinant A3A, FAM/TAMRA ssDNA deamination fluorescence;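 active = at least 40% inhibition at 20 µM here, with at most 30% in a related deaminase screen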;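 also: plate controls were A3A with DMSO for no effect and wells lacking A3A enzyme for full effect; some results filed as inactive read as strong as hits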
# Target sequence (P31941 whole entry, looked up): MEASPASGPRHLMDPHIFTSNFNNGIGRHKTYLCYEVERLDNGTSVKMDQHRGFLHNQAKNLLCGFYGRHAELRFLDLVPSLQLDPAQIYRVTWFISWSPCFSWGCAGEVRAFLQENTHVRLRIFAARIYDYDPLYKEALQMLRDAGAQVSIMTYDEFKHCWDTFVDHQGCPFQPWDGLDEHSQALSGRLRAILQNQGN
# A3G deaminase: inhibitors of human APOBEC3G DNA deaminase | Q9HC16 | recombinant A3G, ssDNA deamination FAM/TAMRA fluorescence | 330,000 compounds, 0.28% hits | inhibition, % at 20 µM;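 active = inhibition of at least 40% at 20 µM, with no more than 30% in the related APOBEC3A deaminase screen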;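 also: plate controls were DMSO wells with A3G for no effect and wells lacking A3G enzyme for full effect; some compounds called inactive have numbers as strong as hits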
# mIAP act: mouse IAP activation. muIAP, CDP-Star luminescence, 30 min; active compounds read high; 1 = vehicle-only enzyme signal, 0 = enzyme-free wells. activation factor at 10 µM. 330,000 compounds, 0.24% hits. AID 2805;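 active = activation factor of at least 2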; also: the source names both 10 and 20 µM as test concentration; values of inactives mirror those of a sister screen read the other way
#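 System: Mouse IAP enzyme | Also added: CDP-Star substrate | Dosing: Compounds dispensed in DMSO | Schedule: 30 min enzyme-substrate-compound incubation at room temperature | Technique: Chemiluminescence readout | Control set: DMSO-only wells and no-enzyme negative control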
# hIAP act: increases human intestinal alkaline phosphatase activity | P09923 | purified human IAP, CDP-Star luminescence, 30 min; active compounds read high; 1 = vehicle-only enzyme, 0 = enzyme-free background | activation factor at 10 µM | 330,000 compounds, 0.16% hits | AID 2524;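 active = activation factor of the enzyme at least 2-fold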; also: the source names both 10 and 20 µM as test concentration; values of inactives mirror those of a sister screen read the other way
# Target sequence (P09923 whole entry, looked up): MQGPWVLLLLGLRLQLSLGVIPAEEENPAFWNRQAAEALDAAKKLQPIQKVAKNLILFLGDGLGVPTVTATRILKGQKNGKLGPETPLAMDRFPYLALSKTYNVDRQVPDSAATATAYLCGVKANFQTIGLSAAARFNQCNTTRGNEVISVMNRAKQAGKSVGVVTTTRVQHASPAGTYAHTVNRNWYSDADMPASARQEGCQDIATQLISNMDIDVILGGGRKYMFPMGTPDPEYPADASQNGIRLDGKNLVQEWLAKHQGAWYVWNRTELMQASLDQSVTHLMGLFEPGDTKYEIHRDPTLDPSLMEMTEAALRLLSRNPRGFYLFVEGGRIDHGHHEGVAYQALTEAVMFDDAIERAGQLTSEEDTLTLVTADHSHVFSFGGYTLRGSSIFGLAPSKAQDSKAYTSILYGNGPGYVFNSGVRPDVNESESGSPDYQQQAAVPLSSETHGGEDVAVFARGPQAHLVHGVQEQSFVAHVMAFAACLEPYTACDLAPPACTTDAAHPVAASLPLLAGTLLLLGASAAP
# MIN6 prolif: induces beta-cell replication in MIN6 cells. proliferation, % at 10 µM. 330,000 compounds, 0.29% hits. AID 2380. MIN6 cells proliferation, ATPlite luminescence, 48 h; cells starved in 0.2% serum; 100% = growth in 10% serum;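 active = compounds whose signal lies at least 3.5 SD above the mean of all wells on their plate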;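 also: 0% = DMSO-treated cells in low-serum medium and 100% = 10% serum control; some compounds called inactive have numbers as strong as hits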
# ATG4B inh: ATG4B (human) cysteine protease inhibition; Q9Y4P1; ATG4B cleavage of LC3-PLA2, NBD-HPC fluorescence, 1 h; inhibition, % at 8.33 µM; 340,000 compounds, 0.51% hits; in the data active = inhibition above about 40%
# mIAP inh: mouse IAP inhibition | purified mouse IAP, CDP-Star luminescence, 30 min | inhibition, % at 10 µM | 330,000 compounds, 0.2% hits | AID 2806;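 active = inhibition of at least 40% at 10 µM in the primary screen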;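 also: plate controls were DMSO with enzyme for no effect and no enzyme wells for full effect; values of inactives mirror those of a sister screen read the other way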
# hIAP block: human IAP inhibition; P09923; purified IAP, CDP-Star luminescence, 30 min; inhibition, % at 10 µM; 330,000 compounds, 0.12% hits; AID 2544;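 active = inhibition reaching a set limit with compound at 10 µM in the primary screen, cut at about 35% in these data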;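 also: plate controls were DMSO wells with enzyme for no effect and no-enzyme buffer wells for full effect; values of inactives mirror those of a sister screen read the other way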
# * hit, by the source's call.
smiles,MPTP inh,A3A deaminase,A3G deaminase,mIAP act,hIAP act,MIN6 prolif,ATG4B inh,mIAP inh,hIAP block
CC(C)CCN1CCN(Cc2cnc(-c3ccccc3)s2)CC1CCO (centres undefined),8.2,-4,-1,1,1.3,-1,4,-1,-29
CCCN(CCC)C(=O)c1cn(CC)c2ccc(S(=O)(=O)N3CCCCC3)cc2c1=O,0.1,-6,-5,1,1.1,4,2,-4,-8
Cc1ccc(C(=O)N[C@H](C(=O)Nc2ccc(F)cc2)C(C)C)cc1,1.1,5,-2,1.1,1,0,-1,-9,-2
CCOC(=O)COc1ccc(S(=O)(=O)Nc2cccc(SC)c2)cc1,0.4,-2,-7,0.96,1.6,-5,6,4,-64
COc1ccc(-c2nnc(NC(=O)c3cc(Cl)ccc3Cl)o2)cc1,-0.6,1,-2,1,1.1,-5,-3,-1,-12
CC(=O)Nc1ccc(C(=O)COC(=O)CN2C(=O)NC3(CCCCC3C)C2=O)cc1 (centres undefined),0.6,-1,-2,1,1.1,0,8,-1,-12
O=C(NC1CCCC1)C(c1ccncc1)N(C(=O)c1ccco1)c1ccc(Cl)cc1 (centres undefined),-1.8,-3,-8,0.96,0.92,0,-5,4,8
O=C(Nc1ccc(Cl)cc1)c1cc(S(=O)(=O)N2CCOCC2)cs1,14,3,-2,0.85,1,-6,-6,15,-2
COc1cccc2cc(-c3cc(=O)oc4cc(C)c(O)cc34)oc12,1.0,8,11,1,1.1,-1,-5,-2,-10
CCOC(=O)c1c(C(F)(F)F)cc(-c2ccc(F)cc2)nc1C,3.0,-2,-2,0.94,0.93,0,3,6,7
O=C(/C=C/c1cn(-c2ccccc2)nc1-c1ccccc1)Nc1ccc(C(=O)O)cc1,8.2,0,-6,0.97,0.9,-4,10,3,10
CN(C)c1cccc2c(S(=O)(=O)N3CCCC3)cccc12,0.2,2,-4,1.1,1.1,-4,0,-15,-9
Cc1ccc2cc3cc(C(=O)NCCN4CCOCC4)oc3nc2c1,0.9,5,2,1,1,0,7,-1,0
O=C(COc1ccccc1)N1CCCC1,-4.6,-7,-1,1.2,1.2,-2,-11,-17,-20
CN1C(=O)/C(=C/c2ccccc2Cl)Sc2ccc(C(=O)N3CCCC3)cc21,-0.7,-3,-6,1,1,-4,7,-2,-4
CCCCNC(=O)NC1C(NC(=O)NCCCC)N(C)C(=O)N1C (centres undefined),1.5,5,0,1,1.1,0,-11,-2,-9
CC1CCCC(C)N1C(=O)CSc1nnc(COc2ccccc2)n1-c1ccccc1 (centres undefined),0.7,0,0,1,0.99,-3,-12,-5,1
COc1ccccc1N(/N=C1\Sc2ccccc2C1=O)C(C)=O,2.2,4,1,0.7,1.1,-4,-23,30,-10
CCOc1ccc(Nc2nc(N)c([N+](=O)[O-])c(N3CCN(CC)CC3)n2)cc1,-0.2,4,4,1.1,0.94,-4,-6,-8,6
O=C1c2cccc3cc([N+](=O)[O-])cc(c23)C(=O)N1c1ccccc1O,-2.2,4,-6,0.98,0.89,-3,0,2,11
O=C1CC(c2nc3ccccc3[nH]2)CN1c1ccccc1F (centres undefined),-0.8,-4,-7,1,0.81,8,2,-4,20
Cc1nc(-c2ccc(Cl)cc2)sc1C1(C)CC(c2cccnc2)=NO1 (centres undefined),-0.1,0,5,1,0.91,-3,-7,-4,9
Cc1ccc(S(=O)(=O)c2cc(OC(=O)c3ccco3)ccc2OC(=O)c2ccco2)cc1,0.3,0,-7,0.9,1.3,0,0,10,-33
C/C(=N\NC(=O)c1ccc(F)cc1)c1cccc(NC(=O)c2ccco2)c1,-6.6,-5,-6,1,1.1,-3,0,0,-11
CC1Cc2ccccc2N1C(=S)NC(=O)C1(C)CC1(Cl)Cl (centres undefined),0.9,1,-4,0.96,1.1,-1,1,4,-13

# An excerpt from above in order of their number in A3G deaminase, descending.
Molecule,MPTP inh,A3A deaminase,A3G deaminase,mIAP act,hIAP act,ATG4B inh,mIAP inh,hIAP block
COc1cccc2cc(-c3cc(=O)oc4cc(C)c(O)cc34)oc12,1.0,8,11,1,1.1,-5,-2,-10
CCOc1ccc(Nc2nc(N)c([N+](=O)[O-])c(N3CCN(CC)CC3)n2)cc1,-0.2,4,4,1.1,0.94,-6,-8,6
O=C(/C=C/c1cn(-c2ccccc2)nc1-c1ccccc1)Nc1ccc(C(=O)O)cc1,8.2,0,-6,0.97,0.9,10,3,10

# The list goes on:
smiles,MPTP inh,A3A deaminase,A3G deaminase,mIAP act,hIAP act,MIN6 prolif,ATG4B inh,mIAP inh,hIAP block
COc1cccc(/C=N/NC(=O)c2cccc3ccccc23)c1OC,0.5,-4,-5,1,1.1,-1,-5,-3,-10
COc1ccccc1NS(=O)(=O)c1ccc(O)c(C(=O)OCC(=O)Nc2ccccc2F)c1,-0.1,-1,-8,0.9,0.98,2,-5,10,2
O=C(COC(=O)CSc1ccc([N+](=O)[O-])cc1)NCc1cccs1,-2.8,1,-2,0.97,0.9,-7,3,3,10
CCNC(=O)c1ccccc1-c1nc(-c2ccccc2)no1,2.1,2,-1,0.96,0.96,1,-8,4,4
COCC1CCN(C(=O)c2cc(COc3ccc(C)c(C)c3)on2)C1 (centres undefined),2.1,-2,-8,0.98,0.88,2,2,2,12
COc1ccc(/C=N/NC(=O)CNS(=O)(=O)c2ccc(C)cc2)cc1,-0.1,-3,-10,0.96,1.2,-1,-11,4,-24
COc1ccc(NS(=O)(=O)c2cccc(C(=O)NCC3(N(C)C)CCCCC3)c2)cc1,-0.9,-2,-8,0.92,1,0,1,8,-4
Cc1ccc(S(=O)(=O)N(C)CC(=O)OCC(=O)N2CCN(c3ccccc3)CC2)cc1,-0.1,-4,-5,1,0.96,-1,5,-5,4
CCOC(=O)C1CCCN(C(=O)CCn2nc(-c3ccccc3)ccc2=O)C1 (centres undefined),0.8,0,-3,1.1,1,-1,-5,-6,-3
COC(=O)c1cccc(NC(=S)NC(C)C)c1,-1.2,-6,-11,1.2,1.1,-1,18,-17,-14
COc1ccc(NC(=S)N2CCN(c3ncccn3)CC2)c(OC)c1,-2.0,0,0,1.1,1.5,-4,0,-6,-45
COCc1cc(=O)[nH]c(/N=C(\N)Nc2cccc(C)c2)n1,-1.1,1,-8,0.98,1.6,0,0,2,-58
COc1ccc(NC(=O)C(C)N2C(=O)c3ccccc3S2(=O)=O)c(OC)c1 (centres undefined),-2.4,2,4,1,1.1,2,-8,-2,-13
C/C(=N\NC(=O)CSCc1ccccc1Br)c1cccc([N+](=O)[O-])c1,5.9,-7,-8,0.98,1.1,1,-4,2,-7
CCOC(=O)c1c(-c2ccc(OC)cc2)csc1NC(=O)C1CCCO1 (centres undefined),4.8,1,19,0.99,0.9,-1,-15,1,10
COc1ccc(Nc2ncccc2C(=O)O)cc1,-2.8,2,0,1.1,0.94,-1,3,-8,6
CC12C(=O)N(n3cnnc3)C(=O)C1C1C=CC2C1 (centres undefined),-1.5,-4,-10,1,1.1,-2,6,-4,-11
COC(=O)c1ccc(N(C(=O)CNC(=O)c2ccco2)C(C(=O)NCC2CCCO2)c2ccc(OC)c(OC)c2)cc1 (centres undefined),-0.1,-2,-8,1,0.95,2,-7,-1,5
O=C(/C=C/c1ccc(S(=O)(=O)N2CCOCC2)cc1)N1CCCCC1,-0.7,1,-6,1,0.94,8,-1,-4,6
S=C(NN=C1C2CC3CC(C2)CC1C3)Nc1ccccc1,-1.0,-1,-5,0.85,1.1,-3,-12,15,-14
CCN(CC)c1nc2ccccc2[nH]1,0.2,-4,-4,1,0.85,-1,-8,-3,14
CCc1ccc(NC(=O)C2CCCCC2C(=O)O)cc1 (centres undefined),-2.8,0,-4,1,0.91,-4,-1,-1,9
O=C(CN(C(=O)CCC(=O)Nc1ccccn1)c1ccc2c(c1)OCO2)NCc1ccc(F)cc1,-0.1,-6,-10,0.93,1.2,-2,3,7,-20
O=C(O)CC(O)(CC(=O)O)C(=O)O,-0.8,2,-5,0.98,0.94,-1,-25,2,6
COc1ccc(S(=O)(=O)CCC(=O)N(C)c2ccc(OC)cc2OC)cc1,-1.7,-1,-4,0.93,0.75,0,-6,7,25
COC(C(=O)N1CCC(CCC(=O)Nc2ccccc2)CC1)c1ccccc1 (centres undefined),1.3,-6,-3,1,1.1,4,9,-1,-10
COc1ccc(C/C(C)=N\NC(=O)c2cn(C)c3ccccc23)cc1OC,1.3,-2,-5,1.1,1.1,1,-8,-10,-6
O=C(c1ccco1)N1C2C=CC(C2)C1(C(F)(F)F)C(F)(F)F (centres undefined),-0.1,6,-2,0.9,0.86,-2,-6,10,14
CC(=O)Nc1nc2cc3c(cc2s1)OCO3,0.2,-1,-2,1.1,0.98,3,-6,-6,2
CCCn1c(SCCN2C(=O)c3ccccc3C2=O)n[nH]c1=O,-1.3,-6,0,1.1,1.1,0,-1,-7,-14
CC1CC2C3CCC4=CC(=O)C=CC4(C)[C@@]3(Cl)C(O)CC2(C)C1(O)C(=O)CO (some centres undefined),-0.4,0,-8,1.1,1,1,-5,-6,0
COc1ccc(-n2nc(C(=O)NCC(=O)NCCCN3CCOCC3)c3ccccc3c2=O)c(OC)c1,0.2,-3,-9,0.95,1.1,0,-7,5,-13
CC(C)NC(=O)/C(=C/c1cn(-c2ccccc2)nc1-c1cccc([N+](=O)[O-])c1)NC(=O)c1ccccc1,6.6,2,1,0.93,1.1,-1,-3,7,-14
C=CCOc1ccc(CNC(C)(C)CO)cc1OC,1.4,-3,-5,1,1,2,9,-4,-5
CCOc1ccc(C(=O)c2cc3ccc(O)cc3oc2=O)cc1,-0.9,-6,-8,0.94,0.95,0,-6,6,5
CCC(C)c1ccccc1N1CC(C(=O)Nc2cccc(S(=O)(=O)N3CCOCC3)c2)CC1=O (centres undefined),-1.6,2,-5,1,1.1,-5,-3,-3,-11
O=C1NCCCN1Cc1ccc(F)cc1,-1.3,4,0,0.95,0.89,-1,-4,5,11
CC(C)CC(NS(=O)(=O)c1ccc2[nH]c(=O)c(=O)[nH]c2c1)C(=O)O (centres undefined),3.1,2,-7,1.1,1.2,-2,-6,-6,-19
Cc1cccc(NC(=O)Cc2cccs2)n1,-1.4,4,1,1.1,0.99,-2,-3,-5,1
CC(C#N)(NC(=O)CN1CCN(S(=O)(=O)c2ccccc2C#N)CC1)C1CC1 (centres undefined),2.3,0,-7,1.1,0.88,5,4,-7,12
Cc1nn(-c2ccccc2)c2nc(=O)n(-c3ccccc3)cc12,-0.7,-4,-5,1,0.99,0,5,-1,1
N=C(N)SCP(=O)(c1ccccc1)c1ccccc1,-0.3,-1,-2,0.91,0.83,-2,6,9,17
C=CCn1c(C(C)NC(=O)c2cccc(C)c2)n[nH]c1=S (centres undefined),-1.0,-2,11,0.98,1.2,-2,-6,2,-24
CCCOc1ccc(C(=O)CCCC(=O)c2ccc(OCCC)cc2)cc1,1.2,-4,-2,1,1.2,-2,0,-1,-24
O=C(C1CCCN1S(=O)(=O)c1ccc(Cl)cc1)N1CCOCC1 (centres undefined),-0.8,0,12,0.98,1.1,3,-2,2,-13
COc1cccc(CN2CCSCC2)c1,-0.2,1,0,1.2,1,0,5,-15,-1
CCCn1c(N)c(CC)c(=O)[nH]c1=O,-1.9,-4,-3,1,1,-3,-9,-2,-2

# Screens: PubChem BioAssay, Sanford-Burnham Center for Chemical Genomics
